Compound activity deposited in PubChem by several laboratories.
IEC-6 cytotox: kills IEC-6 intestinal cells in KLF5 counter-screen; IEC-6 cytotoxicity, luminescence viability; inhibition, % at 5 µM; actives 0.78% (n = 290,000); AID 1825; in the data active = inhibition above about 22%;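 also: 0% = plate median of test compound wells and 100% = cytotoxic reference compound wells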
AI-2 QS modul: Vibrio harveyi AI-2 quorum sensing modulation. Vibrio harveyi JMH597 AI-2 luminescence/OD600 ratio, 9 h; hits give low values; strain lacks LuxN and CqsS sensors; 0 = neutral-control median. activity change, % at 7.5 µM. actives 0.4% (n = 300,000); in the data active = activity change below about -75%, passing the limit was not always enough;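 also: luminescence divided by OD600 gain over 9 h not by final OD600 alone; inactives centre near 13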
GSK3A inh: blocks human GSK-3 alpha kinase. ADP-Glo luminescence, 60 min. inhibition, % at 10 µM. actives 0.1% (n = 320,000);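 in the data active = inhibition above about 50%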;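 also: GST-tagged GSK-3 alpha with peptide substrate and 25 µM ATP; 0% = DMSO neutral wells and 100% = GW8510 positive control wells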
Target sequence (P49840 whole entry, looked up): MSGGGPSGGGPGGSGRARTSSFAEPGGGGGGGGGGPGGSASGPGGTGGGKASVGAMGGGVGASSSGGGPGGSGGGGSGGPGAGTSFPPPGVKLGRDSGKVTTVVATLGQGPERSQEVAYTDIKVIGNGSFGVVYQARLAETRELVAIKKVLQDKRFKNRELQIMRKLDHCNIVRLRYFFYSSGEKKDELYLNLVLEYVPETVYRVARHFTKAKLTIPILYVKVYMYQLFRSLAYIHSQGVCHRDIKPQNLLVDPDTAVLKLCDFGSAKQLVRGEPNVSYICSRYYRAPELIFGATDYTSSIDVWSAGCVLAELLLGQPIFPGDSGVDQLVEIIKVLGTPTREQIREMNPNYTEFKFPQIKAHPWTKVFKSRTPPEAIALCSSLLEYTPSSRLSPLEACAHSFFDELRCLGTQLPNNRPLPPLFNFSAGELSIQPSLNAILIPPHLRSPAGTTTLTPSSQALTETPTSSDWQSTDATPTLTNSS
aSyn 5UTR inh: MLPCN primary screen, SNCA 5' untranslated region; AID 1813; actives 0.82% (n = 300,000); alpha-synuclein 5'UTR reporter, inhibitor activity; inhibition, % (tested at 7.5 µM); in the data active = inhibition above about 60%;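 also: H4 neuroglioblastoma cells stably carrying SNCA 5'UTR luciferase fusion; 0% = DMSO wells and 100% = positive control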
HSP90 refold inh: HSP90 refolding inhibition in rabbit reticulocyte lysate | luciferase refolding luminescence, 3 h | inhibition, % at 5.6 µM | actives 0.91% (n = 290,000) | AID 1789;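 active = inhibition above the screen-wide mean plus 3 SD, computed separately per campaign, cut at about 16% in these data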;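 also: 0% = DMSO wells and 100% = 60 µM geldanamycin wells; inhibitors lower the luminescence because luciferase stays unfolded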
KLF5 inhibitor: kruppel-like factor 5 inhibition; AID 1700; inhibition, % at 5 µM; actives 0.23% (n = 290,000); DLD-1 KLF5 promoter-luciferase reporter, luminescence;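 active = inhibition above a per-plate limit of that plate's mean compound inhibition plus 3 SD, cut at about 60% in these data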;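 also: 0% = DMSO wells and 100% = LY294002 at 200 µM; higher means less KLF5 promoter-driven luciferase light; inactives centre near -14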
HSF1 inhib: HSF1 inhibition; NIH3T3-HGL HSE-luciferase, MG132-induced, luminescence 8 h; hits give low values; actives 0.77% (n = 300,000); AID 2098; activity change, negative = inhibition, % at 7.5 µM (by protocol);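 active = more than half of replicate wells show activity change below -50%, luminescence cut by over half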;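 also: luciferase reports HSF-1 transcriptional activity via heat shock element; 0% = median of DMSO wells and -100% = zero luminescence signal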
GSK3beta inhib: inhibitors of human GSK3beta kinase; activity score (negative = inhibition), % at 10 µM; actives 0.038% (n = 300,000); GST-GSK3beta kinase, ADP-Glo luminescence, 60 min; hits give low values; AID 2097;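 active = more than half of replicate wells score below -50%, meaning over 50% inhibition versus plate controls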;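 also: 0% = median DMSO wells and -100% = median GW8510 positive control wells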
Target sequence (P49841 whole entry, looked up): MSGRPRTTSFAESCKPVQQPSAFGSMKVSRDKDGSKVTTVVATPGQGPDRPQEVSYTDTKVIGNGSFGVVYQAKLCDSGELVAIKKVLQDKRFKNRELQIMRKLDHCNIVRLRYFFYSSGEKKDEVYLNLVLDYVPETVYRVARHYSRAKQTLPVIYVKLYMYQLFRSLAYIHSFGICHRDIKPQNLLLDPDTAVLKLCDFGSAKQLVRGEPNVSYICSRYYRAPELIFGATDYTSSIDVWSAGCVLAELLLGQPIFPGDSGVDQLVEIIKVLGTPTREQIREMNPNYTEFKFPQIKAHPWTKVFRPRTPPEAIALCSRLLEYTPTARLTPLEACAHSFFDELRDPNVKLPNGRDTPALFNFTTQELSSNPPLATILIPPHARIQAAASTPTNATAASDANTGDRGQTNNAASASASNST
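Test system: GST-tagged human GSK3beta kinase, cell-free; evaluation: activity score scaled between in-plate DMSO and GW8510 controls; measured by: ADP-Glo luminescence; incubation: 60 min reaction, RT; benchmarks: DMSO and 20 µM GW8510; reagent: peptide substrate plus 25 µM ATP (final); medium: Tris/MgCl2 kinase buffer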
HIF activator: HIF pathway transcriptional activation | activation, % at 7.5 µM (by protocol) | AID 1910 | actives 0.32% (n = 300,000) | U2OS HRE-luciferase reporter, luminescence; normalized: DMSO 0%, desferrioxamine 100%;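 active = mean activation of at least 10% of the iron chelator positive control signal, with at least half of replicates also reaching 10%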
HSF1 activator: increases HSF-1 driven luciferase reporter signal; actives 1.7% (n = 300,000); NIH3T3-HGL HSF-1 luciferase reporter, MG132, 8 h; 100% = twice DMSO control signal; AID 504408; activation, % at 9 µM;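 active = mean replicate activation of at least 50% with a set share of replicates each reaching 50%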;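 also: 0% = median of the neutral control wells and 100% = twice that signal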
* = called active by the depositor; / = no result given.

SMILES | IEC-6 cytotox | AI-2 QS modul | GSK3A inh | aSyn 5UTR inh | HSP90 refold inh | KLF5 inhibitor | HSF1 inhib | GSK3beta inhib | HIF activator | HSF1 activator
Cc1cc(Cc2ccc([N+](=O)[O-])cc2)c(C)cn1 | -4 | -9 | / | 5 | 2 | -14 | -3 | -1 | -0.3 | -10
O=C(Nc1nnc(C(F)(F)F)s1)c1ccc(Br)s1 | 9 | 6 | -1 | -75 | 4 | -104 | 7 | -2 | 2.5 | 34
C/C(Cl)=C\Cn1c(=O)c2c(nc3n2CCS3)n(C)c1=O | -4 | 27 | 3 | 15 | -1 | -34 | -11 | 0 | -0.4 | 6
Cc1ccc(S(=O)(=O)N2CCN(C(=O)c3cc4c(C)nn(-c5ccccc5)c4s3)CC2)cc1 | -2 | 2 | -3 | 2 | 0 | -7 | 2 | -3 | 0.1 | -3
COc1ccc(NC(=O)CS(=O)c2cccc(Cl)c2)cc1 (stereo unspecified) | -3 | 2 | 0 | 16 | -3 | -20 | 5 | 1 | 0.8 | -7
CCC(=O)Nc1ccc2oc(-c3cccnc3)nc2c1 | -1 | 12 | -1 | -101 | -3 | -50 | -6 | -4 | 1.8 | -28
CCn1ncc(N(C)N)c(Cl)c1=O | 3 | 10 | -2 | -1 | 2 | -2 | -12 | 1 | 0.0 | -11
COc1ccc(Cl)cc1S(=O)(=O)N1CCCC(C(=O)NCC(N)=O)C1 (stereo unspecified) | 2 | 4 | -22 | 5 | 4 | -24 | -4 | 1 | -0.4 | 9
COC(=O)N/N=C(\C)c1ccc(Br)cc1 | -1 | 2 | 2 | -37 | 0 | -53 | 1 | 0 | 0.8 | 8
CC(=O)c1ccc(NC(=O)Cn2cnc(S(=O)(=O)N3CCCC3)c2)cc1 | -3 | 9 | / | 37 | 26* | -11 | 2 | -2 | 0.5 | -16
CCCN1C(=O)C(NC(C)=O)c2cc(OC)ccc21 (stereo unspecified) | 0 | 7 | 1 | -1 | 1 | -37 | -5 | -5 | -0.2 | 1
CCCCn1c(SCC(=O)Nc2cc(NC(=O)c3ccco3)ccc2C)nc2ccccc2c1=O | -4 | 1 | 2 | 20 | 4 | -11 | 10 | 1 | -0.3 | -9
O=C(c1ccccc1)N1CCCC(c2ccc(Cl)cc2)=N1 | 12 | 20 | -2 | 3 | 3 | -31 | 2 | 0 | 0.3 | -11
CCn1c(SCC(=O)NNC(=S)Nc2ccccc2)nnc1-c1ccc(Cl)cc1 | 8 | 17 | -2 | 21 | 1 | -4 | -4 | 3 | 0.1 | 20
COc1ccc(N(C(=O)C2COc3ccccc3O2)C(C(=O)NC2CCCCC2)c2ccccc2)cc1OC (stereo unspecified) | -5 | 8 | -1 | 21 | -5 | -10 | -4 | -22 | -0.5 | 3
C=CCn1cccc(/C=C/C(=O)c2ccc(C(C)(C)C)cc2)c1=S | 0 | 30 | 0 | -74 | 2 | -7 | 9 | -1 | 0.6 | 10
O=C(CSc1ncccc1-c1nc2ccccc2[nH]1)N1CCN(c2ccccc2F)CC1 | -5 | 41 | 2 | -49 | 6 | 15 | 1 | 2 | 0.3 | 13
COc1ccc(N2CCN(C(=O)CCC(=O)N3CC(C)Oc4ccccc43)CC2)cc1 (stereo unspecified) | -3 | 4 | -3 | -10 | -2 | -7 | -38 | 3 | 0.1 | -53
Cc1cc(C)nc(NS(=O)(=O)c2ccc(NC(=O)Cc3ccccc3F)cc2)n1 | -1 | 15 | -2 | 10 | 14 | 11 | -9 | 2 | -1.1 | -16
Cn1c(=O)c2c(ncn2CC(=O)NC(C)(C)C)n(C)c1=O | -4 | 21 | -1 | 5 | -1 | -42 | / | 0 | 0.0 | /

Some values from the results shown:
Under aSyn 5UTR inh, CCCCn1c(SCC(=O)Nc2cc(NC(=O)c3ccco3)ccc2C)nc2ccccc2c1=O shows 20
Under KLF5 inhibitor, C=CCn1cccc(/C=C/C(=O)c2ccc(C(C)(C)C)cc2)c1=S shows -7

Carrying on:
SMILES | IEC-6 cytotox | AI-2 QS modul | GSK3A inh | aSyn 5UTR inh | HSP90 refold inh | KLF5 inhibitor | HSF1 inhib | GSK3beta inhib | HIF activator | HSF1 activator
CC(=O)C1=C(C)N(CC2CC2)C(=O)N[C@H]1c1ccc(Br)cc1 | 5 | 7 | 1 | 5 | -2 | -2 | 16 | 1 | -1.1 | 1
COc1ccccc1NS(=O)(=O)CC12CCC(CC1=O)C2(C)C (stereo unspecified) | 0 | 21 | -1 | 9 | 6 | 7 | -7 | 2 | -0.1 | -23
Cc1cccc(NC(=O)CNC(=O)c2ccc(-n3cncn3)c([N+](=O)[O-])c2)c1C | / | 15 | / | -1 | / | / | 1 | -3 | 0.1 | -8
COc1ccc(CCN=Cc2c(C)[nH]n(-c3ccc([N+](=O)[O-])cc3)c2=O)cc1OC | -2 | -1 | -1 | 7 | 0 | -26 | -5 | 7 | -0.9 | -2
COc1ccc(C(=O)O)cc1S(=O)(=O)N(C)CCc1ccccn1 | -1 | -6 | -2 | -1 | 2 | 3 | 0 | 1 | -0.3 | -16
COc1ccc(CCn2c(NN=C3CCCC3)nc3c2c(=O)[nH]c(=O)n3C)cc1 | -6 | -4 | 2 | 14 | -5 | -5 | -4 | 0 | -0.2 | 10
Cc1cccc(C)c1NC(=O)CNc1ccccc1 | 4 | 9 | 6 | 5 | 1 | -11 | 1 | 0 | -0.3 | -1
O=S(=O)(Nc1nc2ccccc2s1)c1cc(F)ccc1F | 2 | 32 | 2 | 21 | 0 | -44 | -5 | -6 | 0.0 | -4
CCOC(=O)C1CCN(S(=O)(=O)c2ccc(C(C)=O)cc2)CC1 | 5 | 6 | 1 | -2 | 0 | -12 | -3 | -1 | -0.4 | -5
O=C(NC(=S)Nc1nc(-c2ccccc2)cs1)c1cccnc1 | 6 | 7 | -1 | -33 | 6 | -11 | -3 | 2 | 1.0 | 10
O=C(NCCc1ccccc1)c1ccc2nc(N3CCOCC3)sc2c1 | 12 | 16 | 2 | -38 | -4 | -32 | 11 | -1 | 0.8 | 24
CCOc1ccc(NC(=O)CSc2nc3ccccc3c(=O)n2CCCC(=O)NCCCN2CCCC2=O)cc1 | -1 | 4 | -7 | -3 | -4 | -25 | 3 | -2 | -0.7 | 13
Nc1nc(SCC(=O)NCc2ccccc2Cl)[nH]c(=O)c1NC(=O)c1ccccc1F | 2 | 32 | 8 | 16 | -4 | 7 | -2 | 2 | -0.1 | -9
O=C(NCc1ccccc1)c1ccccc1Br | -3 | -9 | 0 | -23 | 2 | 8 | 2 | 1 | 0.3 | -3
O=c1[nH]n2c(=O)c3c([nH]c2c1N=Nc1cccc(Cl)c1)CCCC3 | 0 | 9 | 1 | 5 | 4 | -8 | -2 | -5 | -0.1 | -12
Cc1ccc(NC(=O)C(C)OC(=O)c2n[nH]c3ccccc23)cc1 (stereo unspecified) | / | 14 | 0 | -71 | / | / | 3 | -2 | 0.6 | -4
Cc1ccc(NC(=O)c2ccc(S(=O)(=O)N3CCOCC3)cc2)nc1 | 0 | 10 | -1 | 10 | 1 | -39 | 0 | 2 | 0.5 | 27
CCOc1ccc(C2C(C(=O)c3ccco3)=C(O)C(=O)N2CCCn2ccnc2)cc1OCC (stereo unspecified) | 4 | 10 | -4 | 16 | -2 | -10 | -1 | -1 | 0.3 | -8
O=S(=O)(c1ccc(Cl)cc1)N1CN(CC2CCCO2)c2nc3ccccc3nc21 (stereo unspecified) | 4 | 26 | / | 8 | 5 | -12 | 20 | -1 | / | 46
CCN(CC)N=Nc1ccc(S(N)(=O)=O)cc1 | -8 | 24 | 1 | -26 | -1 | -41 | 2 | -2 | 0.5 | 6
CC(=O)NC(Cc1ccc(C)cc1)C(=O)NC1CCN(C(=O)c2cnccn2)CC1 (stereo unspecified) | 2 | 20 | 1 | 11 | -1 | -12 | -3 | -1 | -0.3 | 5
O=C(COc1ccc(Br)cc1CNCCCN1CCOCC1)Nc1ccccc1 | 1 | 10 | 0 | -31 | -3 | -18 | / | -2 | / | /
COc1cc(OC)c(OC)cc1CN1CCN(c2ccccc2OC)CC1 | -2 | 14 | -1 | -10 | -3 | -23 | -9 | 1 | -0.1 | -10
CCn1ccc(C(=O)Oc2ccc(Cl)cc2)n1 | -4 | 21 | 0 | 2 | 1 | -16 | 7 | 5 | 2.8 | 0
Cc1cc(OC(C)C(=O)NCc2ccccn2)c2c(C)c(C)c(=O)oc2c1 (stereo unspecified) | 2 | 34 | -2 | -6 | 0 | -25 | 9 | 0 | -1.0 | 14
COc1ccc(C(C)C)cc1S(=O)(=O)n1ccnc1C | 3 | 7 | -2 | 3 | 4 | -31 | 5 | 5 | -0.1 | 31
COCCCN(C(=O)CCSc1ccc(F)cc1)c1c(N)n(Cc2ccccc2)c(=O)[nH]c1=O | / | 14 | 0 | -5 | / | / | -8 | -1 | 0.0 | 2
CCOc1ccccc1N1C(=O)CC(N(O)c2ccccc2)C1=O (stereo unspecified) | 5 | 25 | 0 | -24 | 3 | -43 | 4 | 1 | -0.4 | 12
CCOC(=O)C1CCN(c2cc3c(cc2NC(=O)c2ccccc2F)n(C)c(=O)n3C)CC1 | -1 | 26 | 0 | 29 | -6 | -14 | 4 | -24 | 0.5 | -6
COc1ccc(CNC(=O)CCCC(=O)n2nc(C)c3ccccc32)cc1 | -5 | 22 | 0 | -15 | -6 | -13 | 3 | 2 | -0.6 | 11

Shown as a hit in HSP90 refold inh, among the entries above:
compound	AI-2 QS modul	GSK3A inh	aSyn 5UTR inh	HSP90 refold inh	KLF5 inhibitor	HSF1 inhib	GSK3beta inhib	HSF1 activator
CC(=O)c1ccc(NC(=O)Cn2cnc(S(=O)(=O)N3CCCC3)c2)cc1	9	/	37	26*	-11	2	-2	-16

(cont.)
SMILES | IEC-6 cytotox | AI-2 QS modul | GSK3A inh | aSyn 5UTR inh | HSP90 refold inh | KLF5 inhibitor | HSF1 inhib | GSK3beta inhib | HIF activator | HSF1 activator
O=C(O)CCCn1cc(NC(=O)c2ccc(F)cc2)cn1 | -9 | 15 | -1 | 18 | -2 | -9 | -4 | -1 | -0.2 | 0
Cc1ccc2nc(SCC(=O)Nc3cccc(S(=O)(=O)NC4=NCCCCC4)c3)[nH]c2c1 | -1 | 25 | 1 | -3 | -6 | 10 | 54 | 3 | -0.5 | 112*
CCOC(=O)/C(C(=O)Nc1ccc(Cl)cc1Cl)=C1/NC(C)(C)Cc2ccccc21 | -2 | 20 | -2 | 7 | 1 | -20 | 8 | -28 | -0.2 | 14
O=[N+]([O-])CC1(n2nc3ccccc3n2)CCCCC1 | / | 9 | -1 | -5 | / | / | -1 | -2 | 1.5 | -6
CCCCNC(=S)Nc1ccc(Oc2ccccc2)cc1 | 6 | -18 | -1 | / | -2 | 17 | / | -2 | / | /
COc1ccc(-c2cc(CCCC(=O)NCCc3ccc(OC)cc3OC)no2)cc1 | 3 | 9 | 0 | 0 | -1 | 0 | 37 | 0 | 0.1 | 62*
CCCOc1ccc(C(=O)N2CC3(CC(c4cccc(NC(=O)[C@@H]5CCC(=O)N5)c4)=NO3)C[C@H]2C(=O)NC2(C(N)=O)CC2)cc1 (stereo partly specified) | -9 | 36 | 0 | 13 | -5 | -35 | 0 | -2 | 1.0 | 4
ClCc1cc2ccccc2nc1Cl | -2 | 10 | -2 | -34 | 2 | 4 | 0 | -2 | 1.0 | -3
